Assay outcomes from PubChem BioAssay.
p53ts 32C kill: kills p53ts cells at the permissive temperature. 130,000 compounds, 0.93% hits. AID 924. Potency, µM (titrated, usually from 46.1 µM), inactives show at the top dose activity change, negative = cytotoxicity, hits mostly cytotoxic. H1299-p53A138V at 32C, ATP luminescence viability, 24 h;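 further: 0% = DMSO and -100% = full killing by reference compound; nearly all actives have a fitted effect of over 55% in size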
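Cells: H1299 p53ts (A138V), 600/well, pre-incubated 16–30 h at 37C. Cpd up to 46 uM, 24 h, 32C. Readout: ATPlite luminescence, 20 min RT. Normalization: DMSO vs tamoxifen 100 uM. AC50 by Hill equation.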
Peg3 imprint: induces erasure of genomic imprints in mouse ES cells | mouse ES Peg3-LacZ reporter, beta-gal luminescence, 40 h | Potency, µM (top dose mostly 60.7 µM), for inactives: at the highest dose activity change, positive = activation, hits mostly activators | 110,000 compounds, 0.02% hits;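 further: 0% = negative control wells on the plate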
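Each well holds 300 Peg3LacZ-Neo (maternal) female ES cells incubated 40 h at 37C, 5% CO2. LacZ is measured by BetaGlo luminescence, with AC50 and maximum efficacy derived from dose-response curves.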
p53ts 39C tox: kills p53ts cells at the nonpermissive temperature; H1299-p53A138V viability at 39C, ATP luminescence, 24 h; 130,000 compounds, 1.5% hits; Potency, µM (series often up to 46.1 µM), for the others: top-dose activity change, negative = cell killing, usual class: cytotoxic; AID 902; further: nearly all actives have a fitted effect of over 55% in size
IkB signaling: IkB pathway inhibition in ABC-DLBCL cells. 110,000 compounds, 0.04% hits. ABC-DLBCL IkBa-CBG/CBR dual luciferase ratio, 4 h; response scale: scaled: untreated 0%, proteasome inhibitor 100%. Potency, µM (series often up to 57.1 µM), for inactives: top-dose IkBa stabilization activation. AID 445; active means well fitted curve in the direction sought with a large enough effect in the signal ratio, not every such curve was filed as active; inconclusive means small, poorly fitted or top-dose-only effect, or a change in a side signal; the % refers to the signal ratio;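 further: the direction sought is a rising ratio; 0% = basal untreated cells and 100% = reference inhibitor full response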
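Curves were fitted separately to fusion (green), unfused (red) and ratio luminescence, then classed by r2, magnitude and activity. Cells: OCI-Ly3, 4 h compound plus doxycycline at 37C; 10 uM MG-132 defined full response.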
* marks the source's active call; other numbers are inactive results; [ ] = another dose, or the depositor's remark. Unless noted, the call rests on the fitted dose curve; in most records, active means well fitted curve in the direction sought with a large enough effect; inconclusive means small, poorly fitted or top-dose-only effect, or another doubt; inactive means no such curve, though single readings can be large; an effect the other way counts as inactive or inconclusive. Unless noted, on the % scale 0 is the no-effect control and ±100 the full control effect; potency means the concentration at half of the fitted maximal effect.

`O=C(/C=C/c1cccs1)NC(=S)NNC(=O)Cc1cccs1` gave p53ts 32C kill 4.0% and p53ts 39C tox -12.5%.
Screening C=CCNC(=O)c1nn2cccnc2c1Cl returned p53ts 32C kill -1.9%, Peg3 imprint -3.4%, p53ts 39C tox 6.7% and IkB signaling 0.5%.
For COc1ccccc1NC(=O)c1ccc(CN2C(=O)C(C)=C(c3ccc(C)c(C)c3)S2(=O)=O)cc1 the results were p53ts 32C kill 13.5%, Peg3 imprint -8.5%[10.9 µM], p53ts 39C tox -22.1% and IkB signaling -1.0%.
For CCn1c(CNc2ccc(Cl)cc2)nnc1SCCN1CCCCC1 the results were p53ts 32C kill 4.4% and p53ts 39C tox -2.4%.
Screening CC(C)OCCCNC(=O)c1cn(C)c2ccc(S(=O)(=O)N(C)C3CCCCC3)cc2c1=O returned p53ts 32C kill 10.4%, Peg3 imprint -7.0%[10.9 µM], p53ts 39C tox 25.8% and IkB signaling -4.2%.
For CCn1cc(C(=O)N(C)c2ccc(C(C)C)cc2)c2cc(OC)c(OC)cc2c1=O the results were p53ts 32C kill -5.0%, Peg3 imprint -4.4%[10.9 µM], p53ts 39C tox -2.0% and IkB signaling inconclusive.
For CC(C)(C)C(=O)Nc1ccccc1C(=O)Nc1ccccn1 the results were p53ts 32C kill -3.5% and p53ts 39C tox 14.8%.
`COc1cccc(C(=O)N(Cc2nc(-c3cccc(C)c3)no2)C(C)C)c1OC` gave p53ts 32C kill -1.6%, Peg3 imprint -27.0%, p53ts 39C tox 0.6% and IkB signaling 5.4%.
For O=C(Cn1c(NCCO)nc2ccccc21)c1ccc(Cl)cc1 the results were p53ts 32C kill 12.4%, Peg3 imprint -19.9%, p53ts 39C tox -0.8% and IkB signaling inconclusive.
`COc1cccc(N(CC(=O)N2CCN(C)CC2)S(=O)(=O)c2ccc(C)cc2)c1` gave p53ts 32C kill -0.5%, Peg3 imprint -5.2%, p53ts 39C tox -1.0% and IkB signaling -0.3%.
Screening COc1ccc(-c2nnc(SCc3csc(N)n3)n2C)cc1 returned p53ts 32C kill 3.2%, Peg3 imprint -7.6%, p53ts 39C tox 12.2% and IkB signaling -3.5%.
Screening Cc1nc(NC(=O)c2csc3ccccc23)sc1C returned p53ts 32C kill -5.1% and p53ts 39C tox inconclusive.
`Cc1occc1C(=O)NCc1ccc2c(c1)OCO2` gave p53ts 32C kill 2.9%, Peg3 imprint -28.0%, p53ts 39C tox -2.7% and IkB signaling 5.8%.
`CCNC(=O)CC1C(=O)N(c2ccc(C)cc2)C(=O)N1Cc1ccccn1` (stereo unspecified) gave p53ts 32C kill -6.8%, Peg3 imprint -10.2%, p53ts 39C tox 3.8% and IkB signaling 1.0%.
COc1ccc(CC(=O)Nc2ccc(-c3nc4ccccc4s3)cc2Cl)cc1OC was read as p53ts 32C kill 9.9%, Peg3 imprint -12.3%[10.9 µM], p53ts 39C tox inconclusive and IkB signaling -1.4%.
`Cc1ccc(CCNC(=O)C2CCCN(C(=O)c3cc4sccc4n3C)C2)cc1` (stereo unspecified) gave p53ts 32C kill inconclusive, Peg3 imprint -10.8%, p53ts 39C tox 17.5% and IkB signaling inconclusive.
`COc1cc2c(cc1OC)C(c1ccco1)CC(=O)N2` (stereo unspecified) gave p53ts 32C kill 3.6%, Peg3 imprint -11.5%, p53ts 39C tox -5.8% and IkB signaling -2.0%.
Screening COc1ccc(N(Cc2cc(=O)[nH]c3ccccc23)C(=O)c2ccco2)cc1 returned p53ts 32C kill 2.7%, Peg3 imprint -5.7%, p53ts 39C tox -10.3% and IkB signaling inconclusive.
For CCCn1nnc(NC(=O)Cc2ccc(Cl)cc2)n1 the results were p53ts 32C kill 4.6%, Peg3 imprint inconclusive, p53ts 39C tox 14.3% and IkB signaling 0.9%.
`Nn1c(COc2ccccc2)nc2ccccc2c1=O` gave p53ts 32C kill 2.1%, Peg3 imprint -4.3%, p53ts 39C tox 7.5% and IkB signaling -1.5%.
Screening Cc1ccc(N2C(=O)C(CC(=O)Nc3cccc(F)c3)N(CCc3ccccc3F)C2=O)cc1 (stereo unspecified) returned p53ts 32C kill inconclusive, Peg3 imprint -8.9%[10.9 µM], p53ts 39C tox -21.0% and IkB signaling 0.5%.
For CCc1ccc(-c2nc(CN3CCCC(C(=O)NCc4ccc(C)cc4)C3)c(C)o2)cc1 (stereo unspecified) the results were p53ts 32C kill -5.6%, Peg3 imprint -6.8%[10.9 µM], p53ts 39C tox -20.2% and IkB signaling inconclusive.
COc1ccc2c(c1)c1c(c(=O)n(-c3ccc(OC)c(OC)c3)c(=O)n1CC(=O)N1CCCC1)n2C was read as p53ts 32C kill 10.4%, Peg3 imprint 23.1%[10.9 µM], p53ts 39C tox 12.2% and IkB signaling -2.2%.
For Cc1nc2nc(SCC(=O)N3CCOCC3)nn2c(C)c1Cc1ccccc1 the results were p53ts 32C kill 5.3%, Peg3 imprint -12.8%, p53ts 39C tox 1.5% and IkB signaling -0.1%.
For Cc1cc(NC(=O)c2ccc(S(=O)(=O)N(C)C)cc2)no1 the results were p53ts 32C kill -15.8%, Peg3 imprint -7.7%, p53ts 39C tox -20.8% and IkB signaling -1.0%.
Cc1nc2cc(C(=O)O)ccc2n1-c1ccccc1 was read as p53ts 32C kill -5.7%, Peg3 imprint -0.7%, p53ts 39C tox 3.3% and IkB signaling -0.5%.
Screening O=C(CSc1nc2ccccc2c(=O)n1CC1CCCO1)N1CCN(c2ccccc2)CC1 (stereo unspecified) returned p53ts 32C kill -2.8%, Peg3 imprint 4.5%, p53ts 39C tox 6.5% and IkB signaling inconclusive.
O=C(CSc1nnc2ccccn12)c1ccc(OC(F)F)cc1OC(F)F was read as p53ts 32C kill 2.1%, Peg3 imprint -11.0%, p53ts 39C tox 0.5% and IkB signaling inconclusive.
For COc1cccc(-c2nn3c(=O)cc(CN4CCN(C(=O)/C=C/c5ccccc5)CC4)nc3s2)c1 the results were p53ts 32C kill -0.7%, Peg3 imprint -2.1%[10.9 µM], p53ts 39C tox 9.3% and IkB signaling 0.8%.
COc1ccc(CCNc2nc(SCc3ccccc3F)nc3ccccc23)cc1OC was read as p53ts 32C kill -12.5%, Peg3 imprint -18.1%[10.9 µM], p53ts 39C tox 27.4% and IkB signaling 0.4%.
CC(=O)c1c(C(C)=O)c(C)n(CCCCn2c(C)c(C(C)=O)c(C(C)=O)c2C)c1C was read as p53ts 32C kill 0.3%, Peg3 imprint -13.2%, p53ts 39C tox 5.4% and IkB signaling 1.7%.
COCCNC(=O)c1ccc2c(c1)N(Cc1ccc(C(F)(F)F)cc1)C(=O)c1ccccc1S2 was read as p53ts 32C kill 37.3%[activator], Peg3 imprint -7.7%[10.9 µM], p53ts 39C tox 10.2% and IkB signaling inconclusive.
O=C1CC(N(Cc2ccco2)C(=O)Nc2ccc(F)cc2)C(=O)N1c1ccc(F)cc1 (stereo unspecified) was read as p53ts 32C kill 3.7%, Peg3 imprint -0.4%, p53ts 39C tox 1.1% and IkB signaling 1.9%.
`CCn1cc(C(=O)N2CCN(c3ccc(OC)cc3)CC2)c2cc(OC)c(OC)cc2c1=O` gave p53ts 32C kill 5.4%, Peg3 imprint 4.6%[10.9 µM], p53ts 39C tox 14.6% and IkB signaling inconclusive.
COc1ccc(CC(=O)Nc2cccc(-c3nnc(-c4ccccc4)o3)c2)cc1OC was read as p53ts 32C kill -20.1%, Peg3 imprint -35.0%[inhibitor], p53ts 39C tox 2.2% and IkB signaling inconclusive.
Screening CCOC(=O)c1sc(NC(=O)COC(=O)CNC(=O)C2CCCCC2)c(C(=O)OCC)c1C returned p53ts 32C kill inconclusive and p53ts 39C tox 3.16µM*.
For Cn1c(C(=O)NC2CCCC2)cc2c(=O)n(C)c3ccccc3c21 the results were p53ts 32C kill 18.4%, Peg3 imprint -19.2%, p53ts 39C tox -8.4% and IkB signaling -0.4%.
Cc1ccc(F)c(NC(=O)Nc2ccc3snnc3c2)c1 was read as p53ts 32C kill -11.4%, Peg3 imprint -13.7%[10.9 µM], p53ts 39C tox -3.9% and IkB signaling -1.5%.
For O=C(NCC1CCCO1)C1c2ccccc2C(=O)N1Cc1ccc2c(c1)OCO2 (stereo unspecified) the results were p53ts 32C kill -10.0%, Peg3 imprint -3.1%, p53ts 39C tox -2.1% and IkB signaling 0.2%.
For Cc1ccc(Cn2c(CO)cnc2SCc2cccc(F)c2)cc1 the results were p53ts 32C kill 6.9%, Peg3 imprint -10.6%[10.9 µM], p53ts 39C tox 10.8% and IkB signaling inconclusive.
For COC(=O)C1=C(N)Oc2cc(C)n(Cc3cccnc3)c(=O)c2C1c1ccccc1OC (stereo unspecified) the results were p53ts 32C kill 5.1%, Peg3 imprint -9.2%, p53ts 39C tox 9.2% and IkB signaling 1.1%.
Cc1ccc2c(c1)N(CCCC(=O)Nc1cccc(C(F)(F)F)c1)C(=O)CO2 was read as p53ts 32C kill -18.7%, Peg3 imprint -7.5%[10.9 µM], p53ts 39C tox inconclusive and IkB signaling -0.7%.
For CC(/C=N/n1c(-c2ccc(C)cc2)n[nH]c1=S)=C\c1ccco1 the results were p53ts 32C kill 13.6% and p53ts 39C tox 19.2%.
`O=C(CN1C(=O)CCSc2ccc(S(=O)(=O)N3CCCC3)cc21)Nc1cccc(F)c1` gave p53ts 32C kill -10.1%, Peg3 imprint -7.9%[10.9 µM], p53ts 39C tox -0.2% and IkB signaling 2.0%.
For O=C(OCc1c(Cl)cccc1Cl)c1cccnc1 the results were p53ts 32C kill 7.0%, Peg3 imprint -5.9%, p53ts 39C tox -3.4% and IkB signaling 1.1%.
`Nc1ccccc1OCCOCCOCCOc1ccccc1N` gave p53ts 32C kill 7.2%, Peg3 imprint -11.1%, p53ts 39C tox 4.0% and IkB signaling 21.0%.
O=C(NCc1ccccc1)NC(=O)c1ccccc1 was read as p53ts 32C kill -10.8%, Peg3 imprint -2.6%, p53ts 39C tox 37.5%[activator] and IkB signaling -2.6%.
Screening CCOC(=O)N1CCC(n2c(=S)[nH]c3cc(OC)c(OC)cc3c2=O)CC1 returned p53ts 32C kill 13.7%, Peg3 imprint 2.6%, p53ts 39C tox 24.4% and IkB signaling 1.4%.
O=C(CN1CCN(Cc2ccccc2)CC1)c1ccc(Br)cc1 was read as p53ts 32C kill -8.4%, Peg3 imprint -42.0%[inhibitor], p53ts 39C tox 8.4% and IkB signaling 8.7%.
O=C(N1CCN(c2ccccc2)CC1)C12CC3CC(CC(C3)C1)C2 was read as p53ts 32C kill 8.0%, Peg3 imprint -14.8%, p53ts 39C tox -7.2% and IkB signaling 0.2%.
Screening Cc1ccc(OCCOCCn2c(-c3ccc(Cl)cc3)nc3ccccc3c2=O)cc1 returned p53ts 32C kill 6.6%, Peg3 imprint -13.3%[10.9 µM], p53ts 39C tox 27.8% and IkB signaling inconclusive.
`CN(C1CCCCC1)S(=O)(=O)Cc1ccccc1` gave p53ts 32C kill 5.5%, Peg3 imprint -26.3%, p53ts 39C tox 3.0% and IkB signaling 1.4%.
`Cc1oc2ccc(NS(=O)(=O)c3ccc(F)cc3)cc2c1C(=O)O` gave p53ts 32C kill 2.5%, Peg3 imprint -12.1%[10.9 µM], p53ts 39C tox 0.9% and IkB signaling 0.7%.
`O=C(Cc1cccs1)Nc1cccnc1` gave p53ts 32C kill -1.0%, Peg3 imprint 1.2%, p53ts 39C tox 3.4% and IkB signaling 0.1%.
COc1cccc(C2/C(=C(/O)c3cnn(-c4ccccc4)c3C)C(=O)C(=O)N2CCN(C)C)c1 (stereo unspecified) was read as p53ts 32C kill 9.2% and p53ts 39C tox 2.6%.
Screening COc1ccc2c(c1)c1c(c(=O)n(Cc3ccccc3)c(=O)n1CC(=O)NCc1ccccc1Cl)n2C returned p53ts 32C kill 6.7%, Peg3 imprint 8.2%[10.9 µM], p53ts 39C tox inconclusive and IkB signaling -0.3%.

At a glance, some entries already given:
`O=C(Cc1cccs1)Nc1cccnc1` gave p53ts 32C kill -1.0%, Peg3 imprint 1.2%, p53ts 39C tox 3.4% and IkB signaling 0.1%.
COc1cccc(C2/C(=C(/O)c3cnn(-c4ccccc4)c3C)C(=O)C(=O)N2CCN(C)C)c1 (stereo unspecified) was read as p53ts 32C kill 9.2% and p53ts 39C tox 2.6%.
Screening COc1ccc2c(c1)c1c(c(=O)n(Cc3ccccc3)c(=O)n1CC(=O)NCc1ccccc1Cl)n2C returned p53ts 32C kill 6.7%, Peg3 imprint 8.2%[10.9 µM], p53ts 39C tox inconclusive and IkB signaling -0.3%.
